Pf apPOL inh: Pf-apPOL DNA polymerase inhibition. 210,000 tested, 0.25% active. inhibition, % at 10 µM. Recombinant Pf-apPOL, molecular beacon fluorescence, 1.5 h
mHTT-CaM PPI inh: inhibitors of human mutant huntingtin-calmodulin interaction | AlphaScreen His-mHTT/GST-CaM binding, luminescence | inhibition, % at 15 µM | P42858 | 190,000 tested, 3.6% active;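 also: 0% = both proteins with DMSO and 100% = one protein alone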
Target sequence (P42858 whole entry, looked up, stated change not applied): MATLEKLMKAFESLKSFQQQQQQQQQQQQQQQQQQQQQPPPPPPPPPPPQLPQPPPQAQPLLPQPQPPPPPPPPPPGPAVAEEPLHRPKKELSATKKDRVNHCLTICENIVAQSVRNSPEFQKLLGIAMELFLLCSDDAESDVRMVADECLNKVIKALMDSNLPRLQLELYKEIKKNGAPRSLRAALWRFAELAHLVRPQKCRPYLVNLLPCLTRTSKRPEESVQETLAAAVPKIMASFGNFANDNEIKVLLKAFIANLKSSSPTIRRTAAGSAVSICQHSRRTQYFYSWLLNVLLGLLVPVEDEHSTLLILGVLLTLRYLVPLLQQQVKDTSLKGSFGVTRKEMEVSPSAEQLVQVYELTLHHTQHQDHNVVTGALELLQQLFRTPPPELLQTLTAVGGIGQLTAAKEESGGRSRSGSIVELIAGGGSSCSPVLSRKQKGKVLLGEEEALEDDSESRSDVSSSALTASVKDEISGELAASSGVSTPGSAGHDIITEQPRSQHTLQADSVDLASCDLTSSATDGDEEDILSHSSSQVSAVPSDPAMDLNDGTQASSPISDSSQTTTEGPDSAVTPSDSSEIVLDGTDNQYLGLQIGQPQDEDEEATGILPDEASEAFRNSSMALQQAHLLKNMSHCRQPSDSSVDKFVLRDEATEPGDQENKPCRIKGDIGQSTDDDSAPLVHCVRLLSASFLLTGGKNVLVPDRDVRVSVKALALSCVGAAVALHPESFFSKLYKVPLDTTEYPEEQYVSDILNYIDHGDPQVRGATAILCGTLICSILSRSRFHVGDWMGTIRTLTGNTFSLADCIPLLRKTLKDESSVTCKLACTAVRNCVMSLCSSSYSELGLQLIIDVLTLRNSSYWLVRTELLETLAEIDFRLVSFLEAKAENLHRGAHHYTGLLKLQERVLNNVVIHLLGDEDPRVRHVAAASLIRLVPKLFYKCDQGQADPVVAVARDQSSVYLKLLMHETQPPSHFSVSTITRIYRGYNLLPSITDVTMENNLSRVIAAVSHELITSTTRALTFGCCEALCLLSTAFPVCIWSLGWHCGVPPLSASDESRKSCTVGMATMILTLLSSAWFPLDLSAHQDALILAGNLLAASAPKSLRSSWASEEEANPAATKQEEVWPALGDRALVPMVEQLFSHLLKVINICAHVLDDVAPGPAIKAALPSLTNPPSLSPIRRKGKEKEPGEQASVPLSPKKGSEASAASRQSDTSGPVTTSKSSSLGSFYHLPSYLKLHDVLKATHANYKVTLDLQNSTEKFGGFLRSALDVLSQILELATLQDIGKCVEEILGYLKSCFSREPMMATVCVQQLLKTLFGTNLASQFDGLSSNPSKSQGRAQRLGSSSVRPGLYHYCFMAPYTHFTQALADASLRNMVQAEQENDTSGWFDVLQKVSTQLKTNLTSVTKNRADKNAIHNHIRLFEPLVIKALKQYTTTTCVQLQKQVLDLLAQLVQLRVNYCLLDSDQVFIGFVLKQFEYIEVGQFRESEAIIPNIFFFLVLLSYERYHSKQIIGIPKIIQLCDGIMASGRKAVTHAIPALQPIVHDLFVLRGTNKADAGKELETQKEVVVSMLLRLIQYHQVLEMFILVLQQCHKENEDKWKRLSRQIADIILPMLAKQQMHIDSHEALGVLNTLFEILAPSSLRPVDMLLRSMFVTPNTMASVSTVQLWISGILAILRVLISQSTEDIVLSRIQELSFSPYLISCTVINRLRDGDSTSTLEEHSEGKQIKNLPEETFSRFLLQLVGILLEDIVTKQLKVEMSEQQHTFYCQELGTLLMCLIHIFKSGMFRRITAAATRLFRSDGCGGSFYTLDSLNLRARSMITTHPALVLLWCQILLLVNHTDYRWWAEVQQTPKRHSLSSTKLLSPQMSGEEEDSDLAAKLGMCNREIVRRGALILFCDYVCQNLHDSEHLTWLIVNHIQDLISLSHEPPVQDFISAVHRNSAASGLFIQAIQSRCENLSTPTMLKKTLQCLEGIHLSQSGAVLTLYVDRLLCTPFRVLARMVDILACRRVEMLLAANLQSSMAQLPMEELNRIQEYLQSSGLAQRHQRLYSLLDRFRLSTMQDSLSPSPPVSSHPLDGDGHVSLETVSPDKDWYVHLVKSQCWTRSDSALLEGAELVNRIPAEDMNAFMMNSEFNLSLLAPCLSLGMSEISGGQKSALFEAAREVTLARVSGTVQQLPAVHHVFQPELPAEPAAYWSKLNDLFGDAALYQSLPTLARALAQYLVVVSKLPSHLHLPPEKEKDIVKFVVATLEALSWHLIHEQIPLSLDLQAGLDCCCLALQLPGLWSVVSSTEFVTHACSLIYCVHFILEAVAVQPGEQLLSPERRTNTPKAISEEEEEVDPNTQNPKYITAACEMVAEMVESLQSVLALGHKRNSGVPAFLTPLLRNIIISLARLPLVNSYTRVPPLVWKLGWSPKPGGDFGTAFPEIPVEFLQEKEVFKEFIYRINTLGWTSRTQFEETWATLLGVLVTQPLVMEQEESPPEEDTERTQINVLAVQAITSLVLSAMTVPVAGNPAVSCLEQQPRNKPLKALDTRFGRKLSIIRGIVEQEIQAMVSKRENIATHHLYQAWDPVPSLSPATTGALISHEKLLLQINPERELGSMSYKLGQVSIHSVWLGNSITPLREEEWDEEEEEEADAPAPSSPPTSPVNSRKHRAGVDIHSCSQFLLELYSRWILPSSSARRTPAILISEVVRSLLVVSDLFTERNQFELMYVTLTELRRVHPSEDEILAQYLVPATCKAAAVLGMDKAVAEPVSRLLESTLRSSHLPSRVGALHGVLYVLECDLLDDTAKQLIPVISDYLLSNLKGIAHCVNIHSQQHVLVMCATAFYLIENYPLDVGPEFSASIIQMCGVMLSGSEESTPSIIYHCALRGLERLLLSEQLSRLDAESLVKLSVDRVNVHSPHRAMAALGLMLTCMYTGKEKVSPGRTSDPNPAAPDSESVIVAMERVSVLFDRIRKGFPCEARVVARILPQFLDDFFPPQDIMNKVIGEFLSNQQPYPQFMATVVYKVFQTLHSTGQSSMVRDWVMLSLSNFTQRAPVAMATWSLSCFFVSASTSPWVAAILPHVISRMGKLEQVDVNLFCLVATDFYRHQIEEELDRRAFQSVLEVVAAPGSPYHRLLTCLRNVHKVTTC
* hit, by the source's call; i = inactive; . = not tested or not shown; & = joins results of further samples. Rule as the data show it: active = inhibition above about 50%; inactive = the rest.

SMILES	Pf apPOL inh	mHTT-CaM PPI inh
c1ccc2c(c1)CC1(CCCCC1)N=C2N1CCOCC1	.	-5
CCc1nc2c(NC(=O)c3cccc(C(F)(F)F)c3)cccn2n1	0	0
O=C(Nc1ccccc1)c1cc2ccccc2oc1=Nc1ccccc1	2	-8
Cc1ccc(S(=O)(=O)NC(=O)N2CCCN(c3c(Cl)cncc3Cl)CC2)cc1	5	.
O=C(Nc1c(F)c(F)c(F)c(F)c1F)C12CC3CC(CC(C3)C1)C2	-2	-4
O=C1C2C(c3ccccc3)OC3(C(=O)c4ccccc4C3=O)C2C(=O)N1c1ccc(F)c(Cl)c1 (stereo not drawn)	12	10
COc1ccc(CCNC(=O)c2ccc3c(c2)nc2n3CCC(C)C2)cc1OC (stereo not drawn)	-3	3
CN(Cc1ccccc1)C(=O)c1cnn2c(C(F)(F)F)cc(-c3cccs3)nc12	-4	21
CCCCNS(=O)(=O)/C=C/c1ccccc1CNC(=O)OC(C)(C)C	1	-9
O=C(Cc1ccsc1)Nc1ccc2c(c1)CCC(=O)N2	12	20
O=[N+]([O-])c1ccc(C23CC4CC(CC(C4)C2)C3)cc1	-12&-8	-1
COc1ccc(CCNC(=O)Cn2c(=O)c3ccccc3n(C)c2=O)cc1OC	2	-1
Cc1ccc(C)c(NC(=O)C2CCN(c3c(C#N)cnc4ccccc34)CC2)c1	0	-5
C/C(=C1/SC(N2CC(C)OC(C)C2)=NC1=O)c1ccccc1 (stereo not drawn)	3	-3
O=C(c1ccoc1)N1CCC(c2nc(-c3ccccc3)no2)C1 (stereo not drawn)	-4	-2

The final four compounds of the section above open the next one.
SMILES	Pf apPOL inh	mHTT-CaM PPI inh
COc1ccc(CCNC(=O)Cn2c(=O)c3ccccc3n(C)c2=O)cc1OC	2	-1
Cc1ccc(C)c(NC(=O)C2CCN(c3c(C#N)cnc4ccccc34)CC2)c1	0	-5
C/C(=C1/SC(N2CC(C)OC(C)C2)=NC1=O)c1ccccc1 (stereo not drawn)	3	-3
O=C(c1ccoc1)N1CCC(c2nc(-c3ccccc3)no2)C1 (stereo not drawn)	-4	-2
O=C(NCc1ccccc1)NCC1(O)CCCC1	-1	-19
Cc1noc(C)c1CN1CCC(C(O)c2ccccc2)CC1 (stereo not drawn)	1	-2
CCC[C@H]1[C@@H](OC(=O)NCc2ccccc2Cl)CC[C@@]23CCCN2C(=O)CCC[C@@H]13	-3	16
Fc1cc(F)cc(COc2cc(Cl)cc(Cl)c2)c1	3	.
CNC(=O)c1ccc2c(c1)Sc1ncccc1C(=O)N2C1CC1	-1	-11
CCc1ccc(C2CC(c3ccccc3OC)n3ncnc3N2)cc1 (stereo not drawn)	3	1
Cc1nn(-c2ccccc2)c2sc(C(=O)NCc3ccco3)cc12	-2	2
N#Cc1cccc(C(=O)N(CCc2cccs2)Cc2cccnc2)c1	-10	-11
CC1=NN(c2cc(Cl)cc(Cl)c2)C(=O)CC1	-4	.
O=C(COc1ccccc1)Nc1cccc2nsnc12	-5	-24
O=C(CSc1nc2sc3c(c2c(=O)n1-c1ccccc1)CCCC3)Nc1nccs1	1	3
Cc1noc(C)c1S(=O)(=O)N1CCC(CC(=O)NCCN2CCCCC2)CC1	-1	-2
O=C(CSc1nnc(-c2cc(OCC(F)(F)F)ccc2OCC(F)(F)F)o1)c1ccccc1	-1&-10	.
COc1ccccc1NC(=O)C(=O)NC1CC1	-9	-3
CCc1ccc(S(=O)(=O)N2CCC(n3c(-c4ccco4)nc4cccnc43)C2)cc1 (stereo not drawn)	-1	-12

Taken from above:
Result for `O=C(NCc1ccccc1)NCC1(O)CCCC1` in Pf apPOL inh: -1
Result for `CNC(=O)c1ccc2c(c1)Sc1ncccc1C(=O)N2C1CC1` in Pf apPOL inh: -1

Continuation.
SMILES	Pf apPOL inh	mHTT-CaM PPI inh
N#Cc1ccccc1NC(=O)CSc1nnc(N)s1	4	-3
CCCCC(=O)N1CCc2c(c(-c3nnc(SC)n3CC)nn2C)C1	-5	-9
COc1ccc(C=C2Oc3c(ccc4c3CN(Cc3ccccn3)CO4)C2=O)cc1OC	-18	-1
Cn1nnnc1SCC(=O)n1c2c(c3c1CCCC3)CCCC2	.	-6
Cc1cccc(C(=O)N2CCN(c3cccc(F)c3)C(=O)C2C)c1 (stereo not drawn)	1	-5
O=C1CCN(Cc2ccccc2)CCN1CCO	-3&-4	-4&-8
COc1ccc(OC)c(CCNC(=O)C2CCN(c3nc4cccnc4s3)CC2)c1	-9	-10
COc1ccc(CNC(=O)c2c(C)noc2-c2ccncc2)cc1	-2	-4
O=S(=O)(Cc1ccccc1Cl)NCC1CCN(S(=O)(=O)C2CC2)CC1	-11	-6
CC(C)c1ccc(NC(=O)c2ccc(-c3nc4cccnc4n(C)c3=O)cc2)cc1	-1	-5
COc1ccccc1C/C(N)=N/OC(=O)COc1ccccc1C	-2	i
Cn1cccc(C(=O)Nc2ccc(CN3CCN(c4ccccn4)CC3)cc2)c1=O	-14	5
Cc1cccc(C2CCCN2C(=O)c2ccn(C)n2)c1 (stereo not drawn)	-5	-4
O=C1C(=Cc2cccs2)COc2ccccc21	-6	.
O=C1NC(=O)/C(=C/c2ccc(-c3cc(Cl)ccc3Cl)o2)S1	-5	16
CN(C)C=NNC(=O)c1ccccc1Cl	-4	.
CCc1csc(-c2ccc(N3CCN(C(=O)c4cccc(F)c4)CC3)nc2)n1	0	-3
CN1C(=O)/C(=C/c2ccc(-c3ccc(C(=O)O)cc3)o2)SC1=Nc1ccc(C(=O)O)cc1	-3	-1
CC1=NOC(=O)/C1=C/c1ccccc1OCc1ccc(Br)cc1	1	54*
COc1ccc(OC)c(NC(=O)CCCOc2ccc(Cl)cc2)c1	-3	-4
CCOc1ccc(CCNC(=O)C2CCC(=O)N2C2CCCCC2)cc1OCC (stereo not drawn)	18	9
COc1ccc(-c2nc3cccnc3n2C2CCN(S(=O)(=O)c3ccccc3)C2)cc1 (stereo not drawn)	-2	48
Cc1ccc2c(nc3s/c(=C\c4cn(CC(=O)O)c5ccccc45)c(=O)n32)c1C	2	27
Cc1cc(OCc2nc(C(=O)N3CCC(C)CC3)cs2)ccc1Cl	-5	5
COc1ccc(Br)cc1C1SCC(=O)N1c1ccc(C)cc1 (stereo not drawn)	-4	-1
CC1CCN(C(=O)c2ccc(-c3ccsc3)nc2)CC1	-20	-3
COc1ccc(CC(=O)N2CCCC(c3noc(-c4ccccc4OC)n3)C2)cc1Cl (stereo not drawn)	-2	27
O=C1OCCO/C1=C/c1ccc([N+](=O)[O-])o1	.	1
CN(CCOC(=O)c1cc2ccccc2o1)C1CN(Cc2cn(Cc3ccccc3F)nn2)S(=O)(=O)C1 (stereo not drawn)	-1	23
Cc1ccccc1Nc1nnc(-c2ccc(C(=O)NCCO)cc2)c2ccccc12	-2	10
O=C(NCc1ccccc1)C1CCN(C2CCN(C(=O)C(Cl)Cl)CC2)CC1	9	1
O=[N+]([O-])c1ccc(NCCOCCO)c(Cl)c1	-4	-2
Cc1ccc(C(=O)COC(=O)c2cccc([N+](=O)[O-])c2)cc1	2	-4
Cc1nc(-n2cccc2)sc1C(=O)N1CCN(C(=O)c2ccco2)CC1	-4	-4
COc1ccccc1C(=O)N1CC(C)C(c2nc(-c3cccnc3)no2)C1 (stereo not drawn)	0	6
CCc1nc(N2CCCCC2)c2c(C)nn(-c3ccc(F)cc3)c2n1	-6	-49
CCC(C)Oc1ccc(/C=C2\NC(=O)N(Cc3ccccc3F)C2=O)cc1 (stereo not drawn)	7	0
CSc1nnc(-c2nn(C)c3c2CN(C(=O)Cc2cccs2)CC3)n1C	-5	34
NC(=O)c1cc(Oc2ccc(Br)cc2)nc2ccccc12	0	-2
O=C(Oc1ccc2c(-c3cc4cc(Cl)ccc4oc3=O)cc(=O)oc2c1)C1CC1	-2	48
O=C1c2ccccc2-c2c1cnc1c(-c3ccccc3)cnn21	-9	.
COc1cccc(OCC(=O)Nc2nnc(Cc3ccc(SC)cc3)o2)c1	-54	26
Cc1nc(C(=O)NC2CCCC2)c(C)n1C1CCN(S(C)(=O)=O)CC1	-7	-3
Clc1ccc(C2=Nn3cnnc3SC2)cc1	-15	-1
NC(=O)c1cc(NC(=O)Cc2ccccc2)ccc1N1CCOCC1	-7	-1
O=C(CSc1nnc(NC(=O)C2CC2)s1)NCc1ccc(F)cc1	-3	-20
OC(CN1CCOCC1)c1ccc(Br)cc1 (stereo not drawn)	-3	5
Cc1ccc(NC(=O)C(C)C)c(C(=O)c2ccccc2)c1	-8	-13
O=C(CN1CCC(c2nc(-c3ccc(F)cc3)no2)CC1)NC1CCCC1	-4	6
Cc1ccc(NC(=O)C2CC(=O)N(C3CCCCC3)C2)cc1C (stereo not drawn)	-4	3
CNC(=O)c1cccc2c1CCN2S(=O)(=O)c1ccccc1F	-4	-6
CCC1CCCCN1C(=O)COc1nccc(C)n1 (stereo not drawn)	2	-8
CCOCCc1nnc(NC(=O)Nc2ccc(F)cc2)s1	-4	-3
COc1cc(OC)c(NC(=O)N2CCCC2c2c(C)noc2C)cc1Cl (stereo not drawn)	-6	0
O=C(NCc1csc(C2CCN(C(=O)c3cccc(F)c3)CC2)n1)C1CC1	-1	1
CCOC(=O)c1ccccc1NC(=O)CSc1nnc(NC(=O)C(C)(C)C)s1	-6	-9
O=C(C1CCN(Cc2cccc(OCc3ccccc3)c2)CC1)N1CCc2ccccc2C1	-2	38
COc1ccc(Br)cc1C1=N/C(=C/c2ccccc2)C(=O)O1	0	2
CCOC(=O)c1n[nH]n(-c2cc(C(F)(F)F)cc(C(F)(F)F)c2)c1=O	3	.
CC1CN(C(=O)Cc2c[nH]c3ccccc23)CC1c1nc(-c2cccnc2)no1 (stereo not drawn)	-1	20

Remaining list, next part
SMILES	Pf apPOL inh	mHTT-CaM PPI inh
CC(=O)c1ccc(N=Cc2c(C)[nH]n(-c3ccc(C)c(C)c3)c2=O)cc1	-2	8
O=S(=O)(NCCCN1CCOCC1)c1ccc(I)cc1	1	-6
O=C(CSc1nnc(-c2ccco2)n1-c1ccccc1)N1CCCc2ccccc21	-1	15
CCOc1cccc2nnc(NC(=O)c3cccc(Cl)c3)n12	-3	8
COc1ccccc1CNC(=O)C1CCN(c2nnc(-c3ccc(C)cc3)o2)CC1	-9	20
CC(C)(C)OC(=O)COc1ccc2c(=O)c(-c3ccccc3)c(C(F)(F)F)oc2c1	1	-26
Cc1ccc(C)c(N2CCN(C(=O)C3CCC3)CC2)c1	-4	0
COc1ccc(C2CC(C(F)(F)F)n3nc(C(=O)NC(C)(C)CC(C)(C)C)cc3N2)cc1 (stereo not drawn)	3	11
CCOC(=O)c1sc(NC(C)=O)nc1-c1ccccc1	-2	-9
Cc1c(Cl)cccc1NC(=O)Nc1ccc(Nc2cc(-n3ccnc3)ncn2)cc1	-3	-5
O=C(NCc1ccco1)c1ccc(=O)[nH]c1	-4	2
O=C(Nc1ccc(SCc2ccccc2F)nn1)c1cccs1	-7	-20
O=S1(=O)c2ccccc2C(O)c2ccccc21	-3	-5
COc1ccc(NC(=O)C(CC(=O)O)Cc2ccccc2)cc1 (stereo not drawn)	7	0
CCN(CC)c1ccc(N=Nc2c(Cl)cc(C(F)(F)F)cc2Cl)cc1	-8	.

5 entries from above, with two lines to a compound.
Results follow in this order: Pf apPOL inh | mHTT-CaM PPI inh
O=C(Nc1ccccc1)c1cc2ccccc2oc1=Nc1ccccc1
→ 2 | -8
CN(CCOC(=O)c1cc2ccccc2o1)C1CN(Cc2cn(Cc3ccccc3F)nn2)S(=O)(=O)C1 (stereo not drawn)
→ -1 | 23
COc1ccccc1C(=O)N1CC(C)C(c2nc(-c3cccnc3)no2)C1 (stereo not drawn)
→ 0 | 6
COc1ccc(CCNC(=O)Cn2c(=O)c3ccccc3n(C)c2=O)cc1OC
→ 2 | -1
CC(C)c1ccc(NC(=O)c2ccc(-c3nc4cccnc4n(C)c3=O)cc2)cc1
→ -1 | -5

(list continues)
SMILES	Pf apPOL inh	mHTT-CaM PPI inh
Cc1ccc(N2CC(C(=O)NCCc3ccccc3)CC2=O)cc1 (stereo not drawn)	-6	-9
CN(C(=O)CN1CCOCC1)n1cnc2ccsc2c1=O	7	.
COc1cccc(C2CC(c3ccc(I)cc3)Nc3ncnn32)c1OC (stereo not drawn)	-4	34
O=C(O)c1ccc(N=Cc2nc(-c3ccccc3F)oc2O)cc1	6	4
CCc1ccc(C(=O)N2C(C(=O)N3CCN(C)CC3)COC23CCCCC3)cc1 (stereo not drawn)	-2	2
CC(C)NC(=O)CC1CCN(S(=O)(=O)c2ccc(Br)s2)CC1	-4	-14
O=C1NC(=O)C(=Cc2cn(CCOc3ccccc3)c3ccccc23)C(=O)N1	-52	33
O=C(CSc1nnc(N2CCN(c3ccccc3)CC2)s1)c1ccc(Cl)cc1	-2	-11
Cc1cccc(NC(=O)C(=O)NCC2(O)CCCC2)c1C	1	-24
NC(=O)C1CCN(CC(O)COc2ccc(Cl)c(Cl)c2)CC1 (stereo not drawn)	-7&-11	.
Cn1nc(-c2nc(-c3ccccc3)no2)c2c1CCN(C(=O)CSc1ccccc1)C2	-8	-2
COc1cc(NC(=O)Cc2ccc(Cl)cc2)c(OC)cc1Cl	10	-8
COc1ccc2cc3cc(C(=O)N4CCCC(C)C4)oc3nc2c1 (stereo not drawn)	-2	-3
COc1cc(/C=C2/N=C(c3ccc(C(C)(C)C)cc3)OC2=O)cc(OC)c1OC	-1	-3
O=C1C2C3C=CC(CC3)C2C(=O)N1c1cc(Cl)ccc1Cl (stereo not drawn)	-4	-3

Record cards, as listed above.
COc1cc(NC(=O)Cc2ccc(Cl)cc2)c(OC)cc1Cl is entered as Pf apPOL inh = 10; mHTT-CaM PPI inh = -8
O=C(CSc1nnc(N2CCN(c3ccccc3)CC2)s1)c1ccc(Cl)cc1 is entered as Pf apPOL inh = -2; mHTT-CaM PPI inh = -11

New compounds follow
SMILES	Pf apPOL inh	mHTT-CaM PPI inh
O=S1(=O)N[C@@H]2Cc3ccccc3[C@H]2Oc2cc(Br)ccc21	0	-4
Cc1ccccc1C(=O)NC1CCCN(c2cc(-c3ccncc3)[nH]n2)C1 (stereo not drawn)	-4	8
C(CNC1C2CC3CC(C2)CC1C3)CN1CCOCC1 (stereo not drawn)	6	-2
O=C(Nc1cccc(Cl)c1)c1ccc(C(F)(F)F)cc1	-5	-33
O=C(Cc1c[nH]c2ncccc12)N1CCCCCC1	1	5

Screens as filed in PubChem BioAssay.
